Assay outcomes deposited in PubChem by National Center for Advancing Translational Sciences (NCATS).
D2 antagonist: antagonizes the human D2 dopamine receptor; inhibition, % at 10 µM; P14416; hit rate 2% among 340,000; HEK293 TREx D2 cells, calcium flux, dopamine EC80; in the data active = inhibition above about 30%; note: 0% is about no effect
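Tetracycline-induced HEK293 T-REx cells expressing D2 force-coupled to calcium signalling were dye-loaded, exposed to compound for 180 s, then challenged with an EC80 of dopamine; calcium flux was followed kinetically for a further 180 s.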
IDH1 R132H inh: blocks human mutant IDH1 R132H enzyme. AID 602179. hit rate 0.093% among 390,000. IDH1-R132H enzyme, NADPH consumption, diaphorase/resazurin fluorescence. Potency, µM (series often up to 76.6 µM), without a hit: at the top dose activity change, negative = inhibition, most hits filed as inhibitors; note: potency is the fitted concentration of half-maximal effect; % is set by controls: 0 for no effect and ±100 for the full control effect; nearly all actives have a fitted effect of over 65% in size
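IDH1-R132H (0.5 ug/mL) preincubated 30 min with compound, then NADPH (0.016 mM) and alpha-KG (2 mM) added; 80 min at RT, pH 7.5. Remaining NADPH coupled via diaphorase/resazurin to fluorescence (540/590 nm); concentration-response curves normalized to no-enzyme control.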
TRHR agonist: agonists of human TRH receptor. P34981. hit rate 0.18% among 360,000. activation, % at 2 µM. AID 493084. TRHR cells, calcium flux fluo-8, FDSS agonist mode; in the data active = activation above about 30%; note: 0% is about no effect
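Fluo-8-loaded TRHR cells; 10 s baseline, compound added, kinetic Ca2+ fluorescence read 1/s, agonist mode.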
TrxR1 inh: rat TrxR1 inhibition | recombinant rTrxR1, NADPH fluorescence consumption, selenite substrate | hit rate 1% among 390,000 | AID 588453 | Potency, µM (titrated, usually from 114 µM), inactives show at the top dose activity change, negative = inhibition, actives largely listed as inhibitors; note: potency is the fitted concentration of half-maximal effect; % is set by controls: 0 for no effect and ±100 for the full control effect; nearly all actives have a fitted effect of over 65% in size
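Rat TrxR1 (90 nM in the dispensed reagent) was pre-reduced with 400 uM NADPH for 5 min at room temperature, then incubated with compound for 15 min. After 400 uM selenite was added, NADPH fluorescence (Ex 340/Em 450 nm) was followed for 8 min.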
TRHR PAM: allosteric enhancers of human TRH receptor. TRHR cells, fluo-8 calcium fluorescence, EC20 TRH enhancement. enhancement, % at 2 µM. P34981. hit rate 0.66% among 360,000; in the data active = enhancement above about 30%; note: 0% is about no effect
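TRHR-expressing cells loaded with fluo-8 calcium dye were read kinetically (ex 480/em 530) during compound addition, then stimulated with an EC20 of TRH (10 nM final). Enhancement of the Gq-mediated intracellular calcium response was scored.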
D2 agonist: D2 dopamine receptor (human) agonism. P14416. HEK293 T-REx D2 cells, calcium flux agonist mode. activation, % at 2 µM. hit rate 0.53% among 340,000;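 active = activation over 3 SD above normal in the single-dose calcium agonist read, cut at about 30% in these data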; note: 0% is about no effect
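HEK293 Trex D2 cells, tetracycline-induced, o/n 30 C 5% CO2; no-wash Ca dye, RT 30–90 min; 10-cycle baseline, 23 nl cpd added, kinetic Ca read 180 s; agonist hits = positive Ca response.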
TrxR1 substrate: substrates of rat thioredoxin reductase 1; O89049; purified TrxR1 substrate turnover, NADPH consumption readout; Potency, µM (top dose mostly 114 µM), for inactives: at the top dose activity change, negative = substrate turnover; hit rate 0.01% among 390,000; AID 588456; note: potency is the fitted concentration of half-maximal effect; % is set by controls: 0 for no effect and ±100 for the full control effect; nearly all actives have a fitted effect of over 50% in size
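Rat TrxR1, dispensed at 90 nM, was prereduced with 400 uM NADPH (final) for 5 min at ~22 deg C, then incubated with compound 15 min before 400 uM selenite. A first-read NADPH fluorescence drop versus no-compound background flagged substrates.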
USP1-UAF1 inh: inhibitors of human USP1/UAF1 deubiquitinase; recombinant USP1/UAF1, Ub-Rhodamine cleavage fluorescence; Potency, µM (series often up to 57.1 µM), inactives show top-dose activity change, negative = inhibition, hits mostly inhibitors; hit rate 0.23% among 390,000; note: potency is the fitted concentration of half-maximal effect; % is set by controls: 0 for no effect and ±100 for the full control effect; nearly all actives have a fitted effect of over 60% in size; inactives centre near -12
Target sequence (O94782 whole entry, looked up): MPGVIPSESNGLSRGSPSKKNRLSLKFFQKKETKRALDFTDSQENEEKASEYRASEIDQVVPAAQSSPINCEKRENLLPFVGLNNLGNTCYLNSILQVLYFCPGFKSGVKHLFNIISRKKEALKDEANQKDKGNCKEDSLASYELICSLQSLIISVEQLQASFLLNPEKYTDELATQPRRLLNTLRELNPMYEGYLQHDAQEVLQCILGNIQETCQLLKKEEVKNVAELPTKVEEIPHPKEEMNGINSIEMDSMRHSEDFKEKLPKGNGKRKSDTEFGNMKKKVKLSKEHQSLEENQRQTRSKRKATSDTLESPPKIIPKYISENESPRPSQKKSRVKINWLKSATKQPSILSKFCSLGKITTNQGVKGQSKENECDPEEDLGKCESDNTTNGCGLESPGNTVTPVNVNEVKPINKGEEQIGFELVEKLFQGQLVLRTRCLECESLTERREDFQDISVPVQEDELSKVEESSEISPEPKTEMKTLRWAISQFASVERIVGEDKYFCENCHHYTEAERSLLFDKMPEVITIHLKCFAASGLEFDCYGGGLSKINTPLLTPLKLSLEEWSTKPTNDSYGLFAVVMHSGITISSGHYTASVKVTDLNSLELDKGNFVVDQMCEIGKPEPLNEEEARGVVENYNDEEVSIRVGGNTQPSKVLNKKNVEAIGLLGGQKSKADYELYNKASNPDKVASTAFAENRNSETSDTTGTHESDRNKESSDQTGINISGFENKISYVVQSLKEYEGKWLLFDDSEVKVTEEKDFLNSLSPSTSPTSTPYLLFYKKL
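USP1/UAF1 complex at 1 nM was preincubated with compound for 15 min at room temperature, then Ub-Rho substrate (150nM final) was added. Fluorescence (480/540 nm) was read kinetically, 6 reads every 60 seconds.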
PI4K2A block: blocks human PI4K2A kinase activity | Q9BTU6 | purified PI4K2A, ADP-Glo luminescence, 1 h; active compounds read low | activity change, negative = inhibition, % at 76.9 µM | hit rate 0.13% among 420,000; in the data active = activity change below about -50%; inconclusive = mostly about -30% to -49%;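 note: -100% = wells without enzyme as full effect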
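In this quantitative HTS, ADP production by PI4K2A was quantified luminescently after 1 h at ambient temperature; 100 microM adenosine served as plate-quality control.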
* hit, by the source's call; ? = inconclusive; / = not tested or not shown; & = joins results of further samples; [ ] = another dose, or the depositor's remark. Unless noted, calls come from the whole dose curve; as a rule, active = well fitted inhibition curve with a large enough effect; inconclusive = small, poorly fitted or top-dose-only effect; inactive = no such curve, though single readings can be large or run the other way.

SMILES | D2 antagonist | IDH1 R132H inh | TRHR agonist | TrxR1 inh | TRHR PAM | D2 agonist | TrxR1 substrate | USP1-UAF1 inh | PI4K2A block
COc1ccc(/C=C/CN2CCN(Cc3ccccc3)C(CCO)C2)cc1 (configuration not stated) | 6 | 2% | -0.2 | 16%[11.4 µM] | 8 | -0.2 | 9%[11.4 µM] | -8% | 3
CC(C)CN(C(=O)COC(=O)CCSc1ccc(F)cc1)c1c(N)n(Cc2ccccc2)c(=O)[nH]c1=O | 11 | 0% | 1.2 | -5%[57.1 µM] | -2 | -0.6 | -2%[57.1 µM] | -20% | 0
Cc1ccc(C)c(N2CCN(S(=O)(=O)c3ccc4c(c3)NC(=O)CO4)CC2)c1 | 1 | -1% | 0.4 | 19%[57.1 µM] | 1 | -1.5 | -1%[57.1 µM] | -9% | 3
COCCn1cc(C(=O)NCCCOC(C)C)c2c3ccccc3n(C)c2c1=O | -17 | 3%&0% | 0.4&-1.4 | -2%&7% | 5&8 | -1.5&-0.5 | 48%&74%[activator] | -24%&-20% | 0&3
CCOC(=O)CSc1nc2ccc(S(=O)(=O)N3CCOCC3)cc2[nH]1 | 5 | 2% | 0.1 | 2% | -1 | -0.2 | 0% | 0% | -3
CCOc1ccc(NC(=O)Cc2coc3ccc(C)cc23)cc1 | / | / | -1.9 | 17% | 4 | -1.1 | 7% | -23% | 0
C[C@]12CC[C@@H]3c4ccc(O)cc4CC[C@H]3[C@@H]1CC[C@@H]2O | 11 | -10% | 0.5 | -12%[57.1 µM] | 2 | 1.3 | -5%[57.1 µM] | -10% | 0&7
CC(C)CN(C(=O)COC(=O)Cn1cnc2ccccc2c1=O)C1CCS(=O)(=O)C1 (configuration not stated) | 3 | 8% | -0.2 | -8% | -2 | 0.0 | -1% | 0% | 0
Oc1c(N=Nc2ccccc2)sc2ccccc12 | -4 | 9% | 2.4 | 9% | 2 | 0.1 | -2% | -11% | -14
Cc1cc(S(=O)(=O)NC(C)C)ccc1OCC(=O)NCc1ccccc1 | -2 | 5% | 1.1 | 5%[57.1 µM] | 3 | -0.8 | -3%[57.1 µM] | -12% | -2
C=CCn1c(SCC#N)nnc1-c1ccc2ncccc2c1 | -1 | 2% | 0.2 | 21% | -2 | 0.4 | 7% | -18% | -2
COc1ccc(-c2csc(N3CCOCC3)n2)cc1OC | -16 | 2% | -0.2 | 15%[57.1 µM] | -1 | 0.3 | 11%[57.1 µM] | -17% | 0
O=C(NCC1CCCO1)C1CCN(S(=O)(=O)c2ccc(Br)cc2)CC1 (configuration not stated) | 18 | -4% | 1.3 | 6% | -4 | -0.4 | 1% | -23% | 1
COc1ccc(OC)c(NC(=O)CSC2=NCCS2)c1 | 14 | 1% | -1.5 | 13% | 5 | 0.5 | 7%[57.1 µM] | -26% | -3
CCCCC1CCCOC(C(=O)NCCNCCO)(C(F)(F)F)C1 (configuration not stated) | / | 9% | / | ? | / | / | -1%[57.1 µM] | -17% | -1
CCOC(=O)c1ccccc1NC(=O)CSc1cccc[n+]1[O-] | 20 | 5% | -0.9 | 5% | -8 | -1.1 | 3% | -20% | 5
OCC1OC(n2cnc3c(NCCc4ccccc4)ncnc32)C(O)C1O (configuration not stated) | / | 3% | / | 17% | / | / | 6% | -22% | 4
CC(=O)N1CCN(C(=O)CN2C(=O)NC(C)(c3ccc4ccccc4c3)C2=O)CC1 (configuration not stated) | -9 | 4% | 0.6 | -10% | 11 | 0.1 | -13% | 1% | 4
COc1ccc(C2=NN(C(=O)COC(=O)c3ccc(NC(=O)CC#N)cc3)C(c3ccco3)C2)cc1 (configuration not stated) | / | 1% | 0.3 | -4% | 1 | / | -3% | -27% | -6
Cc1nc(S(=O)(=O)c2ccc(Cl)cc2Cl)nc2c1CCC2 | / | 3% | / | -25%[57.1 µM] | / | / | 13%[57.1 µM] | 4% | -3
CCCCn1c(N)c(N(CC(C)C)C(=O)C2=NN(c3cc(C)ccc3C)C(=O)CC2)c(=O)[nH]c1=O | 20 | -2% | 0.1 | 2% | 12 | 0.3 | -5% | 3% | -1
CCc1ccccc1N1C(=O)CC(N2CCc3ccccc32)C1=O (configuration not stated) | -6 | 3% | 0.2 | 16%[57.1 µM] | 3 | -0.9 | -19%[57.1 µM] | -9% | -2
Cc1ccc(C)c(N2CCN(CCCNC(=O)Nc3cc(Cl)ccc3C)CC2)c1 | / | 22% | 0.0 | 15%[57.1 µM] | -3 | -1.0 | 5%[57.1 µM] | -4% | -1
O=C(CSc1ncccn1)Nc1cccc(S(=O)(=O)N2CCOCC2)c1 | / | 3% | / | 4%[57.1 µM] | / | / | -5%[57.1 µM] | -20% | 3
CC(Nc1ncnc2nc[nH]c12)c1ccccc1 (configuration not stated) | / | 5% | 0.5 | 9% | 4 | / | -2% | -11% | -5
Next records
SMILES | D2 antagonist | IDH1 R132H inh | TRHR agonist | TrxR1 inh | TRHR PAM | D2 agonist | TrxR1 substrate | USP1-UAF1 inh | PI4K2A block
O=S(=O)(Nc1ccc(S(=O)(=O)N2CCCCC2)cc1)c1cccs1 | -1 | 1% | 0.2 | -15% | 10 | 1.6 | -4% | -2% | 0
CCCCCCOC1(c2ccccc2)OC(=O)c2ccccc21 (configuration not stated) | -1 | 2% | 0.2 | -2% | -1 | 0.8 | -5% | -24% | 1
CN(C1=C(NC(=O)c2ccccc2)C(=O)c2ccccc2C1=O)C1CCS(=O)(=O)C1 (configuration not stated) | -13 | 28% | 0.8 | 50µM* | -2 | -0.2 | -3% | 10µM* | -16
COc1ccccc1N1CCN(C(=O)c2ccc(Cn3c(=S)[nH]c4cc5c(cc4c3=O)OCO5)cc2)CC1 | -5 | 1% | 0.0 | 0%[57.1 µM] | -13 | 0.1 | -7% | -18% | -5
O=C(CNCc1ccccc1)Nc1ccc(F)cc1 | -11 | 4% | 0.0 | 24%[57.1 µM] | -8 | 0.7 | 12%[57.1 µM] | -16% | -7
COc1cc(/C=N/Nc2ccc(F)cc2F)cc(OC)c1O | 0 | 3% | -0.2 | ? | -9 | -0.2 | -8% | -5% | 1
O=C(Cn1cnc2c(nnn2-c2ccc(F)cc2)c1=O)N1CCCC1 | -4 | 0% | 0.9 | 24% | 2 | 2.6 | 14% | 1% | -1
O=C(COC(=O)/C=C/c1ccc([N+](=O)[O-])cc1)NCc1cccs1 | / | -9% | / | 18% | / | / | 3% | -19% | -4
O=c1c2ccc(Cl)cc2[nH]c(=S)n1CCCN1CCOCC1 | 34* | 12% | 0.0 | 8%[57.1 µM] | 6 | 0.3 | 19%[57.1 µM] | 0% | -5
O=C(C1CC1)N1CCC(C(O)(c2ccccc2)c2ccccc2)CC1 | -1 | 3% | 0.2 | -20% | 1 | 0.2 | -14% | -2% | 2
COc1ccccc1-c1noc(CCCC(=O)NCc2ccco2)n1 | / | 4% | -0.5 | -13% | 6 | 0.1 | 9% | -22% | 0
CC(C)C[C@H](NC(=O)CCCn1nnc2ccccc2c1=O)C(=O)O | -7 | -9% | -0.3 | 14% | -2 | -0.2 | 0% | -16% | -11
Nc1c(C(=O)N2CCOCC2)sc2nc3c(cc12)CCCC3 | -8 | 6% | -0.1 | -1% | 3 | -0.2 | 3% | -9% | -5
CCOc1ccc(/C=N/Nc2nc(C)cs2)c(O)c1 | -3 | -4% | 0.6 | ? | 4 | 0.9 | -14% | -5% | -5
O=C(/C=N/O)Nc1ccc(F)cc1 | -6 | -6% | -0.5 | 13% | -3 | -0.4 | 0% | -10% | 4
O=C(NCc1ccccc1)C1CCN(c2nc(-c3ccccc3)nc3c2CCC3)CC1 | -8 | 6% | -0.7 | 11% | -1 | 0.3 | 10% | -14% | -4
O=C(O)Cn1c2ccccc2c2n[nH]c(=S)nc21 | -12 | 0% | 0.5 | ? | -2 | 2.7 | -7% | 0% | -4
O=C(NC(=S)N1CCN(c2ccc([N+](=O)[O-])cc2)CC1)c1ccccc1 | 31* | 9% | -0.2 | 9%[57.1 µM] | 16 | -0.3 | 1%[57.1 µM] | -16% | 6
COCCN(C(=O)COC(=O)CNC(=O)c1cccs1)c1c(N)n(Cc2ccccc2)c(=O)[nH]c1=O | 11 | -3% | 0.2 | 17%[57.1 µM] | 10 | 0.2 | 7%[57.1 µM] | -6% | 1
Cc1nn(CC(=O)NCC2CCCO2)c(=O)c2cc3ccccc3n12 (configuration not stated) | -2 | 3% | 0.4 | 21% | 0 | 1.0 | 13% | -15% | 5
Cc1ccc(NC(=O)CSC(C)c2nc3ccccc3c(=O)[nH]2)cc1 (configuration not stated) | 6 | 14% | -0.8 | -10% | 14 | -4.7 | -9% | -2% | 1
CCOc1ccc(S(=O)(=O)n2c([N+](=O)[O-])cnc2C)c(C)c1C | / | -6% | 0.5 | -4% | -6 | / | -6% | -25% | -2
COc1ccccc1N1CCN(c2c(CN3CCCC3)c(=O)oc3ccccc23)CC1 | / | -6% | 0.7 | -7% | -6 | -0.3 | -6% | -5% | 4
O=C1c2ccc3c4c(ccc(c24)C(=O)N1Cc1cccnc1)C(=O)N(Cc1cccnc1)C3=O | 17 | / | -0.5 | / | -8 | -0.6 | / | / | /

Reprinted at random: four records from the list
SMILES | D2 antagonist | IDH1 R132H inh | TRHR agonist | TrxR1 inh | TRHR PAM | D2 agonist | TrxR1 substrate | USP1-UAF1 inh | PI4K2A block
Oc1c(N=Nc2ccccc2)sc2ccccc12 | -4 | 9% | 2.4 | 9% | 2 | 0.1 | -2% | -11% | -14
COc1cc(/C=N/Nc2ccc(F)cc2F)cc(OC)c1O | 0 | 3% | -0.2 | ? | -9 | -0.2 | -8% | -5% | 1
COc1ccccc1-c1noc(CCCC(=O)NCc2ccco2)n1 | / | 4% | -0.5 | -13% | 6 | 0.1 | 9% | -22% | 0
CCOC(=O)c1ccccc1NC(=O)CSc1cccc[n+]1[O-] | 20 | 5% | -0.9 | 5% | -8 | -1.1 | 3% | -20% | 5
